# NCI-60 one-dose screen, 48 h, at 10 µM unless noted. Numbers give growth in % (100 = growth as untreated, 0 = no growth, -100 = all killed).
# OVCAR-3 – OVCAR-3 ovarian cancer. AID 1794787. 79,000 compounds, 7% hits
# OVCAR-5 – OVCAR-5 ovarian cancer. 82,000 compounds, 2.9% hits. AID 1794783
# NCI/ADR-RES – NCI/ADR-RES ovarian cells; 81,000 compounds, 4.4% hits; AID 1794790
# DU-145 – DU-145 prostate cancer; 81,000 compounds, 4.2% hits; AID 1794760
# OVCAR-8 – OVCAR-8 ovarian cancer. AID 1794782. 81,000 compounds, 4.4% hits
# SK-OV-3 – SK-OV-3 ovarian cancer cells; 80,000 compounds, 3.2% hits; AID 1794785
# OVCAR-4 – OVCAR-4 ovarian cancer cells; 80,000 compounds, 3.7% hits; AID 1794784
# IGROV1 – IGROV1 ovarian cancer; 79,000 compounds, 4.7% hits
# * marks the source's active call; other numbers are inactive results; . = no result given; & = joins results of further samples. The calls were made as follows: active = growth percent below 10; inactive = the rest.
SMILES,OVCAR-3,OVCAR-5,NCI/ADR-RES,DU-145,OVCAR-8,SK-OV-3,OVCAR-4,IGROV1
O=Cc1ccc(/C=C2/SC(=O)NC2=O)cc1,107,104,104,118,104,109,122,97
O=C1/C(=C/c2cc(-c3ccc4c(c3)OCO4)n[nH]2)Cc2ccccc21,93,104,96,96,100,105,97,.
Cn1cc(-c2cc(N)n3nc(-c4cn(C)c5ncccc45)cc3n2)c2cccnc21,97,93,69,83,61,100,71,98
Fc1ccc(Nc2ccnc3[nH]c4ccc(Br)cc4c23)cc1Cl,84,100,86,92,86,72,83,52
COC1=CC2C3(O)CCCc4cccc(c43)N3C(=O)CCC23C=C1OC (stereo not drawn),104,102,103,107,97,97,106,100
CCN(CC)CCSCCN(CC)CC,108,94,108,109,101,99,96,109
COc1ccc(NC(=O)Nc2ccc(-c3ccc(NC(=O)Nc4ccc(OC)cc4)c(C)c3)cc2C)cc1,112,98,106,108,96,82,98,101
O=C(Nc1nccs1)c1ccc2ccc3ccc(C(=O)Nc4nccs4)nc3c2n1,101,93,88,111,98,99,85,84
CSc1ncc(Br)c(Sc2nc(N)nc3nc[nH]c23)n1,72,59,22,29,49,12,56,89
COC(OC)/C(=N\NC(N)=O)c1ccccc1,104,99,109,106,126,124,.,105
CCCC(CO)(CO)CO,111,102,103,114,99,103,98,107
O=C(Nc1ccccc1-c1nc2ccccc2s1)c1ccno1,103,95,79,86,81,91,63,56

# Exported with values under each structure: entries from further up.
# Order of values – OVCAR-3 | OVCAR-5 | NCI/ADR-RES | DU-145 | OVCAR-8 | SK-OV-3 | OVCAR-4 | IGROV1
- Cn1cc(-c2cc(N)n3nc(-c4cn(C)c5ncccc45)cc3n2)c2cccnc21
  97 | 93 | 69 | 83 | 61 | 100 | 71 | 98
- Fc1ccc(Nc2ccnc3[nH]c4ccc(Br)cc4c23)cc1Cl
  84 | 100 | 86 | 92 | 86 | 72 | 83 | 52
- COC1=CC2C3(O)CCCc4cccc(c43)N3C(=O)CCC23C=C1OC (stereo not drawn)
  104 | 102 | 103 | 107 | 97 | 97 | 106 | 100
- CCN(CC)CCSCCN(CC)CC
  108 | 94 | 108 | 109 | 101 | 99 | 96 | 109
- COc1ccc(NC(=O)Nc2ccc(-c3ccc(NC(=O)Nc4ccc(OC)cc4)c(C)c3)cc2C)cc1
  112 | 98 | 106 | 108 | 96 | 82 | 98 | 101

# New compounds follow:
SMILES,OVCAR-3,OVCAR-5,NCI/ADR-RES,DU-145,OVCAR-8,SK-OV-3,OVCAR-4,IGROV1
O=c1sc2ncnc3ncn1c32,18,65,70,34,78,23,49,96
NC(=O)c1ncn(C2O[C@H](CO)[C@@H](O)[C@H]2O)c1N (stereo partly drawn),117,110,100,115,98,110,110,110
Cc1ccc(CC#N)c(-c2c(CC#N)ccc(C)c2C)c1C,97&96,97&89,84&97,109&102,82,100&94,76&82,91&91
O=C(NO)c1ccccc1O,113&121,120&107,107&110,117,95&109,100,106&86,99
O=c1c(CNc2ccc(S(=O)(=O)Nc3ncccn3)cc2)coc2ccccc12,111,96,104,108,.,99,104,95
Cc1ccc[n+](CC[n+]2cccc(C)c2)c1,111,104,104,108,106,98,105,97
Cn1cc(-c2csc(-c3c[nH]c4ncccc34)n2)c2cc(Br)cnc21,21,82,29,.,22,0.9*,-35*,27
CC(=O)Nc1ccc(NC(=O)Nc2cccc(-c3nc(-c4ccc(NC(=O)c5cccs5)cc4Cl)no3)c2)cc1C(F)(F)F,-63*,-38*,55,-15*,-16*,-66*,-94*,-58*
O=C(C[n+]1ccnc2ccccc21)c1ccc(O)c(O)c1,22,70,57,47,48,112,47,51
O=C(O)CN1C(=O)/C(=C/c2ccc(Cl)cc2)SC1=S,115,97,105,108,101,104,109,103
OB(Cc1ccccc1)c1ccccc1,118,105,111,112,93,100,92,110
O=C1/C(=C/c2ccc(OCc3cccc(Cl)c3)cc2)Oc2cc(O)ccc21,37,90,51,40,39,98,36,67
CCCC(=O)CC(C)=O.CCCC(=O)CC(C)=O.[Cu],116,117,101,110,93,77,113,103
CCOC(=O)c1c2c(n(-c3ccc(I)cc3)c1-c1ccccc1)C=CCC2,102,86,94,100,.,89,77,87
CCOC(=Nc1ccc([N+](=O)[O-])cc1)SC(c1ccccc1)(c1ccccc1)c1ccccc1,104,93,102,107,96,97,85,99
COc1ccc(-c2ccc(NC(=O)Nc3ccc(Cl)c(C(F)(F)F)c3)c(C)n2)cc1,28,89,50,55,57,68,45,53
CNC(=O)c1cc(Oc2ccc3nc(NC(C)=O)sc3c2)ccn1,105,103,98,101,100,107,96,104
Cc1noc(N)c1N,127,103,109,110,114,121,97,.
CCN(CC)S(=O)(=O)c1ccc(Nc2ccccc2OC)c(N)c1,89,98,84,110,103,110,114,98
CCOP(=O)(OCC)C(NC(=O)c1ccc([N+](=O)[O-])cc1)C1=NCCS1 (stereo not drawn),116,105,108,107,103,100,108,104
O=C(CCC1CCCCC1)OCc1ccccc1,111,114,113,109,110,107,93,111
CNc1nc2c(s1)C(c1cc(OC)c(OC)c(OC)c1)CC(=O)N2 (stereo not drawn),101,97,102,107,103,107,103,96
Cc1nccn1-c1ccc(C(=O)/C=C2\C(=O)Nc3ccccc32)cc1,92,108,98,106,109,109,85,107
Cc1ccc(C2=CSc3ccccc3N2)cc1,105,99,102,111,96,103,86,74

# Only SK-OV-3, NCI/ADR-RES and OVCAR-8 (2 entries from above):
molecule,SK-OV-3,NCI/ADR-RES,OVCAR-8
CCOC(=Nc1ccc([N+](=O)[O-])cc1)SC(c1ccccc1)(c1ccccc1)c1ccccc1,97,102,96
COc1ccc(-c2ccc(NC(=O)Nc3ccc(Cl)c(C(F)(F)F)c3)c(C)n2)cc1,68,50,57

# New compounds follow.
SMILES,OVCAR-3,OVCAR-5,NCI/ADR-RES,DU-145,OVCAR-8,SK-OV-3,OVCAR-4,IGROV1
CC(C)(C)c1cc(/C=N\NC(=O)/C=C/C=C/c2ccc3c(c2)OCO3)c(O)c(C(C)(C)C)c1,76,89,66,56,75,100,35,70
C=C(C)COc1ccc(Br)cc1,119,112,110,107,100,109,113,105
C#Cc1cccc(Nc2ncnc3cc(NC(=O)CCl)ccc23)c1,-89*,-91*,-29*,-97*,-12*,-0.2*,-60*,-57*
CN1C(=O)C2(Nc3ccccc3S2)c2cc(F)ccc21 (stereo not drawn),95,118,110,111,96,87,89,114
COC(=O)[C@@H]1Cc2c([nH]c3ccccc23)C(c2cccc(O)c2)N1 (stereo partly drawn),105,103,99,106,105,98,109,90
COc1ccc(/C=C2\CCCC3C2=NNC3c2ccc(OC)cc2)cc1 (stereo not drawn),106&118,100&104,101&109,104&113,105&105,100,97&100,108&117
CCn1cc(C(=O)O)c(=O)c2cc(F)c(N3CCN(C(C)C(=O)Nc4ccc(/C(C)=N\O)cc4)CC3)cc21 (stereo not drawn),106,102,107,109,101,87,100,103
Cc1cc(Cl)nc(N(CCCNc2ccnc3cc(Cl)ccc23)Cc2ccco2)n1,36,32,6.0*,46,14,41,32,15
CC(=O)Oc1ccc(CC(=O)O)cc1,114,102,103,117,104,99,112,115
Cc1ncn(-c2ccc(/C=N/Nc3ccnc4cc(Cl)ccc34)cc2)c1C,.,102,8.0*,9.0*,-58*,102,-68*,62
Cc1nc(-c2cccc(-c3nc4ccccc4n3Cc3ccc(Cl)cc3)c2)no1,95,97,99,101,89,101,101,91
CCN(CC)C(C(=O)NC1CCCCC1)c1ccccc1C(=O)OC (stereo not drawn),114,99,98,122,110,114,112,102

# 5 entries drawn at random from those above:
SMILES,OVCAR-3,OVCAR-5,NCI/ADR-RES,DU-145,OVCAR-8,SK-OV-3,OVCAR-4,IGROV1
Cc1nc(-c2cccc(-c3nc4ccccc4n3Cc3ccc(Cl)cc3)c2)no1,95,97,99,101,89,101,101,91
COc1ccc(/C=C2\CCCC3C2=NNC3c2ccc(OC)cc2)cc1 (stereo not drawn),106&118,100&104,101&109,104&113,105&105,100,97&100,108&117
COC(=O)[C@@H]1Cc2c([nH]c3ccccc23)C(c2cccc(O)c2)N1 (stereo partly drawn),105,103,99,106,105,98,109,90
Cc1ncn(-c2ccc(/C=N/Nc3ccnc4cc(Cl)ccc34)cc2)c1C,.,102,8.0*,9.0*,-58*,102,-68*,62
CCN(CC)C(C(=O)NC1CCCCC1)c1ccccc1C(=O)OC (stereo not drawn),114,99,98,122,110,114,112,102

# Going on with the list.
SMILES,OVCAR-3,OVCAR-5,NCI/ADR-RES,DU-145,OVCAR-8,SK-OV-3,OVCAR-4,IGROV1
COc1cc2c(/C=C3/C(=O)Nc4ccc(O)cc43)c(Cl)n(Cc3cc(OC)c(OC)c(OC)c3)c2cc1C,.,74,9.3*,20,22,38,22,27
CC(C)C(C(=O)O)N1C(=O)CSC1=S (stereo not drawn),99,93,102,104,99,103,99,103
Cn1cc(CCc2ccncc2)c2ccccc21,105,86,95,99,103,87,100,89
O=C(COc1ccccc1)Nc1ccccc1,102,100,105,114,121,106,100,126
N#Cc1c(-c2ccc(Cl)cc2)nc2c(-c3ccccc3)c(Nc3ccccc3)nn2c1N,58,67,39,64,49,43,-7.4*,56
O=[N+]([O-])c1ccc(OCCCCOc2ccccc2)cc1,112,96,99,114,116,116,105,122
Cc1nn(-c2ccccc2)c2nc(C)n(CC(=O)N/N=C/c3ccccc3O)c(=O)c12,51,47,17,49,22,25,31,24
COC(=O)C1CCCC1,97,88,111,107,104,97,102,109
CCN(CC)CC(=O)Nc1cc(Cl)ccc1C,107,94,110,111,97,104,122,113
O=C1CC(c2ccccc2)(c2ccccc2)c2ccccc21,102,90,93,103,98,103,87,95
O=C(Nc1csnn1)OCc1ccccc1,117,96,108,114,103,112,121,115
Cc1ccc(CN(C(=O)CNC(=O)OC(C)(C)C)C(C(=O)NC(C)(C)C)c2ccccc2)o1 (stereo not drawn),105,98,89,110,90,98,94,109
C=C1c2c(C)nn(-c3ccc(NC(C)=O)cc3)c2N(C)C23CC1C1(C)c4c(C)nn(-c5ccc(NC(C)=O)cc5)c4N(C)C(C)(CC12)C3 (stereo not drawn),34,78,43,47,41,48,35,65
O=c1[nH]nc(Sc2ccccc2)c(=S)[nH]1,110,100,111,131,104,93,92,110
COC(=O)C(C(C[N+](=O)[O-])c1ccccc1)=P(c1ccccc1)(c1ccccc1)c1ccccc1 (stereo not drawn),89,96,103,90,93,96,98,66
C=C1CC[C@@H]2[C@](C)(COC(C)=O)[C@H](OC(C)=O)CC[C@@]2(C)[C@@H]1CC(NC(=O)c1cnccn1)C1=CCOC1=O (stereo partly drawn),103,113,100,101,88,104,105,107
Nc1nc(C(F)(F)F)cs1,108,113,104,109,105,101,108,107
COc1ccc(/C=C2\C(=O)N=C3N2N=Cc2ccccc2N3c2ccccc2)cc1,104,104,104,111,96,99,99,93
COc1ccc(C2CC(c3ccc(-c4ccccc4)cc3)=NN2c2ccc(S(N)(=O)=O)cc2)cc1 (stereo not drawn),90,90,61,83,70,80,70,46
O=C(O)c1cc2ccccc2cn1,99,91,104,107,108,108,107,99
CCCCOc1ccc(/C=C2/SC(N3CCOCC3)=NC2=O)cc1OCC,115,88,94,99,103,-16*,88,89
CN(C)CSC1=NCCS1,93,99,104,87,101,87,97,123
CN(Cc1ccc(Cl)cc1)Cc1ccc(Cl)cc1,129,111,110,114,110,116,109,107
c1ccc(C2CC(c3cccc(OCCCCOc4cccc(C5=NOC(c6ccccc6)C5)c4)c3)=NO2)cc1 (stereo not drawn),115,99,108,110,96,109,104,107
O=[N+]([O-])c1cnc(N2CCN(Cc3cccc(Cl)c3)CC2)nc1N1CCN(Cc2cccc(Cl)c2)CC1,94,100,87,101,85,88,85,98
C/C=C(C)/C=N/Nc1nc(-c2ccc(C)cc2)cs1,89,104,83,94,91,99,72,84
COc1ccc(C(C)C=O)cc1 (stereo not drawn),108,117,104,109,109,109,110,116
COc1ccc(C2NC(=O)NC(/C=C/c3ccc(O)c(OC)c3)=C2C(=O)/C=C/c2ccc(O)c(OC)c2)cc1 (stereo not drawn),101,101,104,108,92,104,81,109
O=C1OC(=O)C2=C1C1C=CC2O1,105,101,109,112,100,110,.,113
CN(C)c1ccc(/C=C/C(=O)c2ccc(-n3cc(CN4CCN(c5cc6c(cc5F)c(=O)c(C(=O)O)cn6C5CC5)CC4)nn3)cc2)cc1,47,84,92,52,23,72,93,40
CC(=O)c1c(/C=C/c2cccc(C)c2)c2ccccc2[nH]c1=O,98,100,85,105,92,99,95,76
CCCCCCCCCCCCCCNc1nc(C=O)ncc1-c1ccc(C(F)(F)F)cc1,86,108,78,85,91,95,89,82

# Single values from the entries so far.
# `CN(C)c1ccc(/C=C/C(=O)c2ccc(-n3cc(CN4CCN(c5cc6c(cc5F)c(=O)c(C(=O)O)cn6C5CC5)CC4)nn3)cc2)cc1` in OVCAR-5 is entered as 84
# `C/C=C(C)/C=N/Nc1nc(-c2ccc(C)cc2)cs1` in DU-145 is entered as 94
# `CCCCCCCCCCCCCCNc1nc(C=O)ncc1-c1ccc(C(F)(F)F)cc1` in IGROV1 is entered as 82

# Screens (PubChem BioAssay)
